# Growth percent in the NCI-60 one-dose screen (48 h, 10 µM unless noted): 100 = growth as untreated, 0 = no growth, -100 = all killed.
# NCI-H226: NCI-H226 lung cancer | hit rate 3.5% among 79,000 | AID 1794732
# NCI-H522: NCI-H522 lung cancer | hit rate 8% among 78,000 | AID 1794739
# HCT-116: HCT-116 colon cancer; hit rate 7.3% among 82,000; AID 1794798
# NCI-H460: NCI-H460 lung cancer | hit rate 6.8% among 82,000
# COLO 205: COLO 205 colon cancer; hit rate 7.3% among 79,000
# NCI-H322M: NCI-H322M lung cancer; hit rate 2.7% among 80,000; AID 1794733
# NCI-H23: NCI-H23 lung cancer | hit rate 4% among 80,000
# NCI/ADR-RES: NCI/ADR-RES ovarian cells; hit rate 4.4% among 81,000; AID 1794790
# HCT-15: HCT-15 colon cancer; hit rate 5.2% among 82,000; AID 1794746
# * hit, by the source's call; . = no result given; & = joins results of further samples. The calls were made as follows: active = growth percent below 10; inactive = the rest.
SMILES,NCI-H226,NCI-H522,HCT-116,NCI-H460,COLO 205,NCI-H322M,NCI-H23,NCI/ADR-RES,HCT-15
NS(=O)(=O)Oc1ccc2c(c1)O/C(=C\c1ccc(-c3ccccn3)cc1)C2=O,88.7,71.6,78.9,104.0,92.5,101.0,90.7,96.8,90.9
CCOCCOC(=O)c1ccccc1OCc1ccccc1,90.1,89.3,97.6,99.8,106.1,97.0,106.8,104.2,108.0
C=C1C(=O)O[C@H]2[C@H]1CC/C(COC(=O)NCc1c[nH]c3ccc(Br)cc13)=C\CC[C@@]1(C)O[C@@H]21,4.6*,-89.9*,-83.1*,24.1,-78.2*,74.0,29.4,43.5,-70.2*
Cc1cc(-c2ccc(N=Nc3c(S(=O)(=O)O)cc4cc(S(=O)(=O)O)cc(O)c4c3O)c(C)c2)ccc1N=Nc1cc(S(=O)(=O)O)c2ccccc2c1O,117.5,111.2,113.5,108.6,115.5,117.4,106.5,104.1,112.8
CC1CCC2(OC1)OC1CC3C4CC=C5CC(O)CCC5(C)C4CCC3(C)C1C2C (stereo unspecified),92.2,103.0,92.2,102.8,110.9,112.8,103.9,114.3,105.3
CCOC(=O)c1c(NC(=O)c2ccc([N+](=O)[O-])cc2)sc2c1CCCC2,101.6,.,101.6,105.9,114.3,94.5,106.6,107.4,105.2
COc1ccc(-n2cc(-c3cc(OC)c(OC)c(OC)c3)n(C(C)=O)c2=O)cc1,94.6,77.4,94.0,109.2,91.5,78.8,95.0,100.4,94.9
COc1ccc(/C=C(\C#N)C(=O)Nc2cc(OC)nc(OC)n2)cc1,97.0,95.7,96.8,99.1,88.7,102.9,100.1,99.0,111.9
CCOC(=O)C(C(C)=O)C(=O)OCC,93.9,94.5,100.9,102.1,104.8,91.2,95.2,97.7,102.3
COc1ccc(CC(=O)Cc2ccc(OC)c(OC)c2)cc1OC,101.0,97.4,103.4,110.0,106.0,102.0,98.0,100.6,103.6
O=C(COc1c(Cl)c(Cl)c(Cl)c(Cl)c1Cl)Nc1cccc(Cl)c1,85.1,85.7,83.1,93.0,100.2,94.3,94.7,95.5,90.2
CC1CC(N2CSC(=S)N(C3CC(C)CC(C)(C)C3)C2)CC(C)(C)C1 (stereo unspecified),116.3,72.5,71.1,92.7,89.7,122.5,105.1,110.4,86.0
N=C(N)c1ccc(-c2ccc(-c3cc(Cl)cc(Cl)c3)s2)cc1,-64.7*,-41.2*,-78.7*,-81.1*,.,-84.4*,-77.4*,-47.4*,-85.9*
O=C(O)c1cccc2c1C(=O)c1ccccc1-2,103.0,101.6,109.8,104.1,97.4,149.7,98.6,106.8,105.8
Nc1c(Br)cc2c([nH]c(=O)c3ccccc32)c1Br,94.4,87.7,94.8,92.3,108.4,.,78.4,93.8,93.0
O=C1C(c2c[nH]c3ccccc23)=C(c2c[nH]c3ncccc23)C(=O)N1O,80.4,89.4,88.4,97.2,103.1,95.9,89.9,103.4,103.1
CCc1ccc(C2C3=C(NC(C)(C)NC3Nc3cccnc3)OC2C(=O)c2ccc(N=[N+]=[N-])cc2)cc1 (stereo unspecified),107.0,99.1,100.7,115.0,106.2,101.7,103.4,102.2,110.0
N#Cc1ccc(C(=O)CSc2nc3c(c(Nc4cccc(S(N)(=O)=O)c4)n2)CCC3)cc1,71.0,86.3,97.5,103.9,110.7,101.3,90.7,95.1,95.3
c1ccc(N(c2ccccc2)c2ccccc2)cc1,104.3,95.9,99.6,111.1,113.5,97.6,.,104.6,99.8
Nc1cc(N)c(N)cc1N,93.9,-80.9*,0.8*,96.8,95.7,107.4,-66.0*,59.6,54.2
C/C(=N/O)c1ccc(N2C(=O)C3CC=CCC3C2=O)cc1 (stereo unspecified),90.0,99.4,106.0,105.1,108.1,95.6,96.6,93.5,94.8
O=S(=O)(Oc1ccc(-c2nnc(Nc3ccccc3)s2)cc1)C(F)(F)C(F)(F)C(F)(F)C(F)(F)C(F)(F)C(F)(F)F,99.6,95.9,109.3,103.3,104.3,112.6,100.4,103.2,98.7
Cc1cc(Nc2nc(-c3cccnc3)nc3ccccc23)n[nH]1,43.9,43.7,30.9,41.9,-10.2*,81.3,65.2,69.3,29.7
Cc1c(O)c(=O)ccn1Cc1ccccc1,76.6,88.2,96.7,48.5,91.3,68.1,94.0,31.3,31.9
O=S(=O)(NCCNc1nccc(-c2c(-c3cccc(F)c3)nc3occn23)n1)c1ccccc1,66.6,54.4,52.7,47.7,60.3,85.3,72.3,73.1,55.7
O=C1CC(c2cccc(F)c2)c2snc(-c3cccc(F)c3)c2N1 (stereo unspecified),94.7,78.4,88.0,105.4,100.8,79.9,91.8,91.2,96.3
COc1ccc(-c2cc(-c3cccnc3)nc(OCC#N)c2C#N)cc1OC,87.9,82.2,90.0,103.2,89.3,104.4,103.0,97.3,89.7
C/C=C\C1(/C=C/C)C(=O)OC(=O)C1(/C=C/C)/C=C/C (stereo unspecified),112.0,100.3,108.5,106.8,118.6,106.7,95.4,99.9,104.6
CCCn1cc2c(=O)nc3sc(Cc4ccccc4)c(C)n3c2n1,107.4,75.0,101.6,100.9,109.5,98.5,103.3,96.7,106.2
COc1cc(C2SCC(=O)N2NC(=O)CCC(=O)c2nc3ncccc3[nH]2)cc(OC)c1OC (stereo unspecified),83.5,94.5,95.2,104.4,121.1,90.0,85.0,90.9,100.5
CN(C)C(=O)c1cc2cnc(Nc3ccc(-c4csc5c(=O)cc(N6CCOCC6)oc45)cc3)nc2n1C1CCCC1,2.2*,-65.1*,-29.2*,-26.4*,-84.3*,-29.0*,-10.2*,0.6*,-11.4*
CCn1c(=O)cc(-n2nncc2COc2ccc(C=O)cc2)c2ccccc21,105.6,89.7,90.4,105.7,117.3,100.3,99.0,111.4,104.2
CC(C)=CC=C(C)C,103.8,111.6,104.0,103.7,111.4,99.2,102.6,112.7,110.1
COc1ccc(C(=O)NNC(=O)c2ccc3ccccc3c2)cc1,114.0,104.0,102.2,.,111.2,117.5,109.8,106.7,104.2
CC(=O)c1ccc(NC(=O)Cn2c(Sc3nc(-c4ccccc4)c(C#N)c(=O)[nH]3)nc3c2c(=O)n(C)c(=O)n3C)cc1,98.0,92.8,99.3,101.8,108.6,102.6,98.6,107.9,97.5
O=C(CSc1nc2ccccc2c(=O)n1-c1ccccc1)c1cc2cc(Br)ccc2oc1=O,.,78.3,87.6,96.7,122.2,87.3,89.0,100.2,102.8
N#CC(C#N)=NO,94.6,75.0,92.5,107.6,112.8,92.1,92.7,100.4,103.6
O=c1c2ccccc2oc2ccc(OCCCCCCN3CCCCCC3)cc12,74.1,46.0,25.6,35.0,-5.0*,74.3,39.2,54.2,7.7*
COc1ccc(-c2cc(-c3cccnc3)nc(SCC(=O)Nc3ccc(C)cc3)c2C#N)cc1OC,98.6,100.1,89.2,106.0,102.0,101.1,93.2,95.0,106.6
ClCC1COC2(CCCC2)O1 (stereo unspecified),100.7,.,98.5,101.6,107.2,103.9,106.0,114.5,96.8

# Single entries from above:
# CN(C)C(=O)c1cc2cnc(Nc3ccc(-c4csc5c(=O)cc(N6CCOCC6)oc45)cc3)nc2n1C1CCCC1 in NCI-H460 is entered as -26.4*
# COc1ccc(C(=O)NNC(=O)c2ccc3ccccc3c2)cc1 in NCI-H226 is entered as 114.0
# N#CC(C#N)=NO in NCI-H460 is entered as 107.6
# CC(C)=CC=C(C)C in NCI-H460 is entered as 103.7
# ClCC1COC2(CCCC2)O1 (stereo unspecified) in NCI-H23 is entered as 106.0
# O=c1c2ccccc2oc2ccc(OCCCCCCN3CCCCCC3)cc12 in HCT-116 is entered as 25.6

# The list goes on.
SMILES,NCI-H226,NCI-H522,HCT-116,NCI-H460,COLO 205,NCI-H322M,NCI-H23,NCI/ADR-RES,HCT-15
COc1ccc(-c2oncc2-c2cc(OC)c3c(c2)OCO3)cc1,77.5,3.3*,14.1,11.5,15.0,39.0,47.7,18.5,15.9
CCNC(=O)Oc1ccc(/C(=C(/C)Cc2ccc(OC)cc2)c2ccc(OCCN3CCCCCC3)cc2)cc1,96.2,54.2,56.3,30.6,28.7,95.5,75.9,76.7,18.7
COC1C(COC(=O)c2ccccc2)OC(OC(C)=O)C1OC(C)=O (stereo unspecified),100.7,78.7,101.3,108.0,101.0,95.9,99.6,101.7,102.0
Nc1nc(N)c(N=Nc2ccc(S(N)(=O)=O)cc2)c(=O)[nH]1,94.5,87.3,99.3,109.7,117.6,111.4,107.2,104.0,103.4
CC1(C)c2ccccc2C(C)(C(Cl)(Cl)Cl)c2ccc(Cl)cc21 (stereo unspecified),89.6,83.7,75.4,100.1,95.6,115.5,80.0,95.9,62.8
CS(=O)(=O)Nc1ccsc1-c1nc(-c2ccccc2)no1,108.3,87.5,105.3,109.8,112.3,105.6,99.0,106.3,100.7
O=C(CCc1nnc(Cn2ccnc2)o1)c1nc2ncccc2[nH]1,86.1,89.9,96.8,101.1,108.9,90.7,94.3,91.5,104.6
O=C(COc1ccccc1C(F)(F)F)Nc1cc(O)c2c(=O)cc(-c3ccccc3)oc2c1,.,82.9,84.1,91.6,106.5,93.8,88.6,93.4,102.9
C#CCOc1ccc(C=O)cc1,101.3,97.8,99.9,115.0,115.1,94.4,95.9,102.5,101.3
CC1(C)C2CCC1(C)C(SC(=N)N)C2 (stereo unspecified),94.7,.,104.0,100.5,88.9,113.9,106.0,105.5,101.0

# Profiles, quoted from the list.
# COc1ccc(-c2oncc2-c2cc(OC)c3c(c2)OCO3)cc1 as listed: NCI-H226 = 77.5; NCI-H522 = 3.3*; HCT-116 = 14.1; NCI-H460 = 11.5; COLO 205 = 15.0; NCI-H322M = 39.0; NCI-H23 = 47.7; NCI/ADR-RES = 18.5; HCT-15 = 15.9
# O=C(COc1ccccc1C(F)(F)F)Nc1cc(O)c2c(=O)cc(-c3ccccc3)oc2c1 as listed: NCI-H226 = .; NCI-H522 = 82.9; HCT-116 = 84.1; NCI-H460 = 91.6; COLO 205 = 106.5; NCI-H322M = 93.8; NCI-H23 = 88.6; NCI/ADR-RES = 93.4; HCT-15 = 102.9

# (cont.)
SMILES,NCI-H226,NCI-H522,HCT-116,NCI-H460,COLO 205,NCI-H322M,NCI-H23,NCI/ADR-RES,HCT-15
CC(CO)CC(=O)c1c2c(c3oc(=O)cc(-c4ccccc4)c3c1O)C=CC(C)(C)O2 (stereo unspecified),97.4,85.0,87.4,97.7,101.8,96.8,91.6,85.7,94.1
CC(=O)Nc1c([N+](=O)[O-])cc2c3c(cccc13)CC2,94.4&101.7,90.8,103.2&102.8,98.3&103.8,111.2&103.5,93.1,95.6&102.9,99.0&107.6,97.6&103.2
Cc1ccc(-c2cc(-c3cccnc3)[nH]c(=O)c2C#N)s1,99.4,99.3,105.7,105.6,108.0,93.4,101.9,103.1,98.5
CC12CC[C@@H]3[C@]4(C)COC(c5cn(-c6ccccc6)nc5-c5cccc([N+](=O)[O-])c5)O[C@@H]4CC[C@@]3(C)[C@@H]1CC(C1=CCOC1=O)O2 (stereo partly specified),77.8,89.5,102.8,101.3,105.0,92.5,92.0,86.3,92.6
Cc1nn(C(=O)c2ccccc2)c2c1nnc1ncccc12,.,86.0,97.0,101.6,106.1,102.1,99.1,100.2,101.4
COc1cc2oc(-c3cccc(C(=O)Nc4ccc(Cl)cc4)c3)cc(=O)c2c(OCC(=O)N[C@@H](Cc2ccccc2)C(=O)O)c1OC,102.2,96.3,108.7,110.7,119.4,102.9,.,104.1,112.3
C/C=C/C1=CN2C(=O)c3cc(OC4OC(C)C(NC)C(C)(O)C4O)c(C)cc3N=C[C@@H]2C1 (stereo partly specified),6.1*,-12.7*,3.9*,-18.4*,-42.4*,-20.1*,-31.7*,-7.5*,4.1*
COc1ccc(/C=N/N=C(N)N)cc1,97.7,98.8,93.4,106.4,107.7,108.8,92.3,96.1,98.5
O=C(NCc1cn(Cc2cccc(Oc3ccccc3)c2)nn1)c1cccnc1NCc1ccc(Cl)cc1,12.5,20.8,22.1,17.1,.,54.5,20.6,0.3*,21.7
C/C(=N/O)c1ccc(NC(=O)Cn2nc(-c3ccc(Cl)cc3)nc2N)cc1,82.9,68.7,107.0,100.1,101.4,92.4,92.7,99.6,114.3
Cc1c(O)ccc2cc(C(=O)CSc3nnnn3-c3ccccc3)c(=O)oc12,93.7,73.0,77.3,104.1,107.4,102.0,95.1,100.9,97.7
COc1ccc(N2CCN(c3nc(-c4ccncc4)nc4sc5c(c34)CCCCCC5)CC2)cc1,.,.,76.7,94.7,94.2,107.8,82.7,90.7,82.3
O=C(N/N=C/c1ccc(B(O)O)o1)c1[nH]c2ccc(Br)cc2c1-c1ccccc1,38.2,-51.0*,7.2*,11.0,-43.2*,61.2,24.0,-34.6*,16.1
O=C(/C=C/c1ccccc1Br)c1cccc(OCCCOc2cccc(C(=O)/C=C/c3ccccc3Br)c2)c1,105.3,89.5,81.6,100.2,114.2,100.0,93.0,103.0,99.5
N#Cc1c(Nc2cccc(Cl)c2)sc(C(=O)c2cc3cc(Cl)ccc3o2)c1N,94.0,34.8,72.4,46.7,89.0,113.2,77.0,84.3,72.6
Clc1ccc(CCc2ccc(Cl)cc2)cc1,102.1,109.0,114.3,106.0,117.1,93.0,100.1,105.0,104.3
Nc1nc(SCc2ccccc2)cc(C(=O)O)n1,109.0,95.7,106.4,101.7,105.4,95.3,96.0,96.8,102.0
COc1ccc(-c2ccccc2)cc1-c1c(Nc2cc(Cl)cc(Cl)c2O)c(=O)c1=O,19.3,-19.6*,11.2,7.6*,48.1,11.3,2.7*,1.4*,10.2

# High-throughput results (PubChem)
